Screening results from PubChem BioAssay.
JMJD2C inh: inhibitors of human GASC-1 (JMJD2C) demethylase; Q9H3R0; 0.069% of 330,000 active; AID 2099; inhibition, % at 2.35 µM; GST-JMJD2C(1-420) H3K9me3 demethylation, DELFIA europium;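 active = more than half of a compound's replicate wells show inhibition beyond 50%, single wells judged on their own value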;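 note: signal counts dimethyl H3K9 product captured on neutravidin plate; 0% = median of DMSO wells and 100% = 0.3 times that DMSO median; strong numbers were not always called active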
Target sequence (Q9H3R0 1-420 limits assumed): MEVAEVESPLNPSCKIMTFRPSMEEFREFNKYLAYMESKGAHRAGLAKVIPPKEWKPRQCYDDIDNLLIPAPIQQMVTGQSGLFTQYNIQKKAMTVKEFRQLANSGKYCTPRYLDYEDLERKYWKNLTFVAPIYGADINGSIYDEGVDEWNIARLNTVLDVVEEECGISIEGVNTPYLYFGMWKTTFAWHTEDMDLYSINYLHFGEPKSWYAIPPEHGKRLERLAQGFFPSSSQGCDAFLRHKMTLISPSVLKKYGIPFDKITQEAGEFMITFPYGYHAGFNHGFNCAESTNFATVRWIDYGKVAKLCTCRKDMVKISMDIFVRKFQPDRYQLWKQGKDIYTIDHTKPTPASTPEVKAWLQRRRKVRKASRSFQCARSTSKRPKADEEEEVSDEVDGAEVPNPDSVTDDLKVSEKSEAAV
procasp7 counter: counter-screen for procaspase-3 activators: activators of human procaspase-7; P55210; recombinant procaspase-7, Ac-DEVD-pNA absorbance 405 nm; D23A/D198A/D206A triple mutant, cannot self-cleave; scale: DMSO 0, 5 µM enzyme 100; activation, % at 8.5 µM; 0.093% of 330,000 active; AID 463210;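 active = percent activation above the screen-wide mean plus 3 SD, cut at about 25% in these data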
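signal = Epi-absorbance of released pNA at 405 nm, two timepoints | assay system = Uncleavable procaspase-7 mutant enzyme | reagent = Ac-DEVD-pNA substrate, 400 µM as added | times = 1 h enzyme–compound preincubation and 2 h substrate reaction, both 25 °C | benchmarks = low DMSO alone, high DMSO plus 5 µM PC-7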
VLA-4 inh: inhibition in a human VLA-4 binding assay | AID 2557 | P13612 | VLA-4 expressing cells, ligand binding flow cytometry | inhibition, % (about 7 µM as worked out from the volumes in the protocol) | 0.2% of 330,000 active; in the data active = inhibition above about 50%
PP5 inh: PP5 (human) phosphatase inhibition; P53041; purified PP5c, OMFP substrate fluorescence; inhibition, % at 6.7 µM; 0.18% of 320,000 active;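 active = inhibition above the campaign's mean inhibition across all tested compounds plus 3 SD, cut at about 9.5% in these data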;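 note: 0% = DMSO only and 100% = 100 µM cantharidin control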
procasp3 activ: activators of human procaspase-3 | P42574 | recombinant procaspase-3 D3A, Ac-DEVD-pNA absorbance 405 nm | activation, % at 8.5 µM | 0.11% of 330,000 active | AID 463141;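 active = activation above the mean of all tested compounds plus 3 SD, cut at about 21% in these data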;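 note: 0% = DMSO alone and 100% = DMSO wells spiked with extra 5 µM PC-3 D3A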
Target sequence (P42574 whole entry D9A/D28A/D175A): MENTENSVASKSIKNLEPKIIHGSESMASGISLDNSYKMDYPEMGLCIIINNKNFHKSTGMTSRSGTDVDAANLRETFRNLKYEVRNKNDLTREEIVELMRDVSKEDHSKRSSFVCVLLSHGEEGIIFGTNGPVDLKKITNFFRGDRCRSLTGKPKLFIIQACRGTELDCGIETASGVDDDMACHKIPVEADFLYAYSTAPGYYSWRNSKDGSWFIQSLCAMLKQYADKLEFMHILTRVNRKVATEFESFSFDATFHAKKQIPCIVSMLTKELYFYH
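assay system = Procaspase-3 D3A mutant | signal = absorbance at 405 nm, 0 and 120 min | times = 1 h preincubation plus 2 h reaction at 25 °C | repeats = single replicate | read-out = % activation between DMSO and enzyme-spiked controls | medium = Zinc-free HEPES saline buffer with Triton X-100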
PP1 counter: counter-screen for PP5 inhibitors: inhibitors of human PP1-alpha; P62136; purified PP1alpha, OMFP fluorescence; inhibition, % at 6.7 µM; 0.9% of 320,000 active; AID 2235;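 active = inhibition above the mean inhibition of all tested compounds plus 3 SD, computed separately for each screening campaign, cut at about 15% in these data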
Target sequence (P62136 whole entry, looked up): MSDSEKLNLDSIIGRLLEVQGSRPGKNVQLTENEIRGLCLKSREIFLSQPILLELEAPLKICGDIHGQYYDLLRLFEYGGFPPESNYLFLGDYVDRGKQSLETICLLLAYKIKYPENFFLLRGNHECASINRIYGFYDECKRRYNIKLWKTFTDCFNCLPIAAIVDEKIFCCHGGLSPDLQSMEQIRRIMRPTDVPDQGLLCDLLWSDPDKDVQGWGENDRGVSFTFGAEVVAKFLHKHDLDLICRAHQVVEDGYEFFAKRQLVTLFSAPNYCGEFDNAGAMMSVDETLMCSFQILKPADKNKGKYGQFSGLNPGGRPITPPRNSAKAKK
GRK2 aptamer HTS: inhibitors of human GRK2 displacing RNA aptamer; P25098; bead flow cytometry, FAM-aptamer displacement from GRK2; inhibition of aptamer binding, % at 10 µM; 0.59% of 330,000 active;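 active = inhibition of aptamer binding above 40%, roughly 3 SD of noise, on plates passing a quality check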;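 note: median bead fluorescence of bound FAM aptamer so fluorescent compounds give negative values; no value below 0 was filed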
Fh CTSL1 inh: cathepsin L1 inhibition, PFM18AAP counter-screen; inhibition, % at 5.96 µM; 0.49% of 300,000 active; recombinant F. hepatica cathepsin L1, Z-Leu-Arg-MCA fluorescence; AID 1906;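 active = inhibition above the mean of all tested compounds plus 3 SD, set per screening campaign, cut at about 17% in these data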;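 note: 0% = plate median of test compound wells and 100% = 1 µM Z-Phe-Ala-diazomethylketone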
HCV core dimer: HCV core protein dimerization inhibition | TR-FRET GST/Flag-core106 dimerization, 1536-well | inhibition, % at 5 µM | 0.33% of 300,000 active | AID 1899;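 active = inhibition above the mean of all tested compounds plus 3 SD, set per screening campaign, cut at about 45% in these data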
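System: GST/Flag-tagged HCV core106 proteins. Incubation: compound-protein-antibody incubation 4 h at 22.5 °C. Technique: HTRF with 340 nm excitation, 617/671 nm emission. Medium: KF-containing HEPES buffer, pH 7.45, DTT, CHAPS, BSA. Read-out: inhibition (%) from 671 over 617 nm ratio. Also added: Eu(K)-anti-GST 90 ng/mL plus XL665-anti-Flag 1 µg/mL.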
An asterisk follows results filed as active; . = no result given. Hits appear at their usual frequency. About 2.6% of those tested had a hit in this group.

SMILES	JMJD2C inh	procasp7 counter	VLA-4 inh	PP5 inh	procasp3 activ	PP1 counter	GRK2 aptamer HTS	Fh CTSL1 inh	HCV core dimer
COc1ccc(C(O)(C2CCCCC2)C(CN2CCCC2)c2ccccc2)cc1 (centres undefined)	13	0	6	1.4	3	-2	0	13	5
COc1cc(/C=C2\SC(=S)N(C(C(=O)O)c3ccccc3)C2=O)ccc1O (centres undefined)	-2	-13	-16	-1.0	-15	-1	0	3	-3
COCCN(C(=O)c1ccccc1Oc1ccccc1)c1c(N)n(CC(C)C)c(=O)[nH]c1=O	-6	3	18	1.1	-5	-1	41*	.	.
Cc1ccc(C(=O)NNC(=O)C2CCN(S(=O)(=O)c3ccc(C)cc3)CC2)cc1	7	4	7	-1.4	13	-2	0	4	-2
Cc1cc(NC(=O)CSc2nc(Cc3ccc(O)cc3)c(C)[nH]2)no1	0	-9	-2	0.9	-3	4	0	-7	-5
O=C(CSc1nnc2ccccn12)NCCN1C(=O)CSC1=O	2	8	3	-1.4	3	-8	0	-9	-2
COC(=O)C1=NN(C(C)(C)CC(C)=O)C2C(=O)N(C3CCCCC3)C(=O)C12 (centres undefined)	2	1	2	-0.7	5	3	0	14	-1
CC(=O)Nc1cccc(C(=O)OC(C)C(=O)NC2CCCc3ccccc32)c1 (centres undefined)	6	2	-1	1.6	1	-3	3	-3	-2
O=C1Nc2ccc([N+](=O)[O-])cc2OC1CCN1CCOCC1 (centres undefined)	11	13	1	-0.5	-9	4	5	2	-1
CCOC(=O)c1cc(C(O)(C(F)(F)F)C(F)(F)F)c(/N=C/N(C)C)o1	54	-12	9	4.7	-1	-1	3	3	3
Cc1ccc(NC(=O)c2cccnc2C(=O)O)nc1	6	0	-2	-2.7	3	3	0	0	-3
CCOC(=O)C1=C(C)N(Cc2ccccc2)C(=O)NC1c1ccccc1OS(=O)(=O)c1ccccc1[N+](=O)[O-] (centres undefined)	2	2	-2	0.6	4	5	0	0	22
CCN(CC)c1ccc(/C=N/OCC(=O)Nc2cccc(C)c2)cc1	-5	10	-36	2.6	-1	4	0	-1	-9
Oc1ccccc1/C=N/NC(=S)NC1CC2CC1C1C=CCC21 (centres undefined)	-10	11	0	2.1	-6	4	0	-5	2
COc1ccc(-c2cc(C(=O)N3CCN(c4ccccc4)CC3)c3ccccc3n2)cc1	3	0	11	3.2	1	1	0	0	14
COCC(C)n1c(SCC(=O)Nc2oc(C)c3c(C)n[nH]c(=O)c23)nc2ccccc2c1=O (centres undefined)	6	3	7	4.9	0	0	3	0	0
CC(C)Sc1nc2ccccc2[nH]1	-3	0	8	1.6	-1	5	3	-1	3
N/C(Cc1ccc([N+](=O)[O-])cc1)=N\OC(=O)C(c1ccccc1)c1ccccc1	-1	1	5	2.1	0	-1	0	3	5
CCN1CCN(C(=O)c2sc3ncnc(N4CCc5ccccc5C4)c3c2C)CC1	-11	8	-4	2.9	4	-4	0	1	-6
COC(=O)c1ccc(CSc2nc3c(cnn3-c3ccc(C)c(C)c3)c(=O)[nH]2)o1	.	-1	-19	-6.0	-4	-7	4	-5	3

Entries listed so far that bear a hit mark in GRK2 aptamer HTS.
Molecule	JMJD2C inh	VLA-4 inh	PP5 inh	procasp3 activ	GRK2 aptamer HTS	HCV core dimer
COCCN(C(=O)c1ccccc1Oc1ccccc1)c1c(N)n(CC(C)C)c(=O)[nH]c1=O	-6	18	1.1	-5	41*	.

The list continues.
SMILES	JMJD2C inh	procasp7 counter	VLA-4 inh	PP5 inh	procasp3 activ	PP1 counter	GRK2 aptamer HTS	Fh CTSL1 inh	HCV core dimer
Cn1c2ccccc2c2nnc(SCC(N)=O)nc21	-4	3	0	2.9	12	-1	0	1	1
CC(C)COC(=O)N1C[C@H](O)C[C@H]1C(=O)Nc1ccc(Cl)cc1	-8	-4	-2	-0.2	1	-1	0	-14	-9
Cc1ccc(S(=O)(=O)N(C)CC(=O)N2CCCCCCC2)cc1	-5	-4	25	0.2	5	-5	0	-2	-1
CC(C)OCCCNC(=O)Cc1ccc(Br)cc1	-2	10	0	-0.9	5	0	0	-3	-1
CC(C)C1N=C2c3ccccc3N=C(SCC(=O)NCCc3ccc(S(N)(=O)=O)cc3)N2C1=O (centres undefined)	-14	-5	13	-0.4	-13	-3	0	0	-7
Cc1cccc(NC(=O)Cn2nnc(C(=O)Nc3ccc(F)c(Cl)c3)c2N)c1	2	3	-2	-6.5	8	19*	9	4	-7
CCc1cccc(NC(=S)N2CCC(c3ccccc3)C2)c1 (centres undefined)	6	-4	5	2.2	3	4	0	4	3
O=C(CSc1nnnn1C1CCCC1)Nc1ccc2c(c1)OCCO2	6	3	-1	0.1	13	-2	2	6	4
O=c1[nH]c(C2CCCN(S(=O)(=O)c3ccccc3)C2)nc2c1nnn2Cc1ccc2c(c1)OCCO2 (centres undefined)	2	6	3	1.3	6	1	2	4	17
C[C@H](NS(=O)(=O)c1ccc(Cl)c(Cl)c1)C(=O)OCc1cc(=O)n2cc(Br)ccc2n1	1	0	1	0.7	1	-2	6	-5	23
CCCCCCCC#Cc1ccccc1/C=N/S(=O)c1ccc(C)cc1 (centres undefined)	16	-29	11	5.0	-30	8	0	-14	-1
O=C1C2C3C=CC(C3)C2C(=O)N1/N=C/c1cc(Br)cc([N+](=O)[O-])c1O (centres undefined)	4	3	-4	3.8	8	0	0	3	-6
COc1cccc(C(=O)Nc2cccnc2)c1OC	-3	-2	8	0.7	8	-1	0	-5	3
Cc1c(/C=N/NC(=O)C2(O)c3ccccc3-c3ccccc32)cnn1C	7	-2	5	0.0	6	-2	0	1	-7
Cc1ccc(NC(=O)CSCC#N)cc1Cl	1	8	4	2.9	7	0	3	-1	0
COc1cccc(C(=O)NCCS(=O)(=O)N2CCN(C(=O)c3ccco3)CC2)c1	-15	2	6	-1.4	10	-1	3	3	0
O=C(NCCc1ccccc1)C1CCN(C2CCN(Cc3ccc(CO)o3)CC2)CC1	1	10	2	0.7	-6	-1	0	-3	-5
C[C@@H](C(=O)CC(=O)OC(C)(C)C)[C@@H](O)c1c(F)cccc1Cl	-3	-16	-6	3.9	3	2	0	1	-2
COc1ccc(C(=O)Nc2ccc(NC(=O)C(C)C)nc2)cc1	2	5	3	0.4	4	-3	0	3	2
O=C(CSc1nc2ccccc2c(=O)n1NC(=O)Cc1ccccc1)NCCc1ccccc1	-1	-6	6	-0.7	-2	-4	0	-2	6

In the list so far, these have bromine.
SMILES	JMJD2C inh	procasp7 counter	VLA-4 inh	PP5 inh	procasp3 activ	PP1 counter	GRK2 aptamer HTS	Fh CTSL1 inh	HCV core dimer
CC(C)OCCCNC(=O)Cc1ccc(Br)cc1	-2	10	0	-0.9	5	0	0	-3	-1
C[C@H](NS(=O)(=O)c1ccc(Cl)c(Cl)c1)C(=O)OCc1cc(=O)n2cc(Br)ccc2n1	1	0	1	0.7	1	-2	6	-5	23
O=C1C2C3C=CC(C3)C2C(=O)N1/N=C/c1cc(Br)cc([N+](=O)[O-])c1O (centres undefined)	4	3	-4	3.8	8	0	0	3	-6

Next section.
SMILES	JMJD2C inh	procasp7 counter	VLA-4 inh	PP5 inh	procasp3 activ	PP1 counter	GRK2 aptamer HTS	Fh CTSL1 inh	HCV core dimer
O=S1(=O)CCOCCCN1Cc1ccc(Cl)cc1	38	9	-8	1.9	8	0	0	-3	-1
CN(c1ccccc1)S(=O)(=O)c1ccc(Cl)c(C(=O)Nc2ccncc2)c1	1	-2	19	2.1	3	0	2	.	.
CC(C)c1ccc(S(=O)(=O)N2CCC(C(=O)N3CCC3)CC2)cc1	8	8	-1	1.4	2	1	3	2	0
CC(=O)c1ccc(N=C2SCCCN2C(=O)C2CCCCC2)cc1	2	3	5	2.7	8	3	4	-2	-13
O=c1cc[nH]c2cccc(Cc3ccccc3)c12	-13	3	2	2.4	11	-6	0	-2	-1
CCOc1ccc(CCNC(=O)CSCC(=O)Nc2cccc(C)c2)cc1OCC	9	8	5	-0.5	-2	-2	1	0	4
CCOc1ccc(-c2nn(-c3ccccc3)cc2/C=C(\C#N)S(=O)(=O)c2ccccc2)cc1C	-4	5	5	1.0	-2	0	1	1	3
O=C(O)c1cc(NN=C2c3ccccc3-c3ccccc32)ccc1Cl	42	-10	7	-0.2	-7	6	6	3	0
Cc1cc(C(=O)Nc2ccc(C(=O)O)cc2)c(-c2ccccc2)o1	-9	-13	15	-0.9	4	-2	2	2	2
O=C(O)CC12CC3CC(C1)CC(n1ncc(NCc4ccc(F)cc4Cl)c(Cl)c1=O)(C3)C2	1	3	36	-2.6	-8	-6	2	4	5
Cc1ccc(-c2nc(C(=O)NCCCN3CCOCC3)cc3c2[nH]c2ccccc23)cc1	12	8	-2	8.5	-5	15*	0	1	0
Cc1ccc(S(=O)(=O)CCN2CCC(O)(c3ccccc3)CC2)cc1	-32	-2	5	0.0	0	-2	0	-6	-3
CC(=O)Nc1ccc(S(=O)(=O)NCCC(=O)OCC(=O)c2ccc(F)c(F)c2)cc1	-6	9	-16	3.1	11	1	3	-2	1
O=S(=O)(c1ccc(OCC(O)CN2CCN(c3ccccc3)CC2)cc1)N1CCOCC1 (centres undefined)	-1	-5	14	1.3	7	-3	0	-1	3
COc1ccc(CCNc2oc(-c3ccco3)nc2C#N)cc1	-3	3	14	2.1	1	-2	2	2	7
CS(=O)c1ccccc1COC(=O)Nc1ccccc1 (centres undefined)	-22	7	10	1.1	0	-5	0	8	8
CCOC(=O)C1=C(C)N(CCCC(=O)O)C(=O)NC1c1ccc(OC)cc1 (centres undefined)	-3	-2	14	0.3	5	-4	0	2	-11
O=C(Nc1ncccn1)c1cc([N+](=O)[O-])cc([N+](=O)[O-])c1	0	2	14	1.4	2	-4	3	4	-9
Cc1ccc(N(C(=O)Cn2nnc(-c3ccccc3)n2)C(C(=O)NC2CCCCC2)c2ccccn2)cc1C (centres undefined)	2	2	-63	-0.3	6	-3	0	0	11
CCSc1nnc2c(n1)[nH]c1c(C)cccc12	0	8	-6	-1.1	3	-1	0	7	2
CCOc1ccc(NC(=S)N2CCC(N(C)CC3CCCO3)CC2)cc1 (centres undefined)	-17	-16	17	-0.5	-3	-2	6	-1	1
Cc1ccc(-c2nnn(CC(=O)N(c3ccccc3)C(C(=O)NC3CCCC3)c3ccncc3)n2)o1 (centres undefined)	-26	2	7	1.1	4	-4	0	1	0
O=C(COC(=O)/C=C/c1cccc(Cl)c1)Nc1ccc(N2CCOCC2)cc1	1	4	0	.	5	.	0	.	.
C=C1CC[C@H](O)C/C1=C/C=C1\CCC[C@]2(C)[C@@H]([C@H](C)/C=C/[C@H](C)C(C)C)CC[C@@H]12	.	-15	15	1.8	3	3	0	-2	3
O=C(CN1CCC(n2nnc3cc(F)ccc32)CC1)N1CCCc2ccccc21	10	-4	0	-2.6	-13	1	0	-6	-5
COc1ccccc1NC(=O)CSc1nnc(NC(=O)C2CCC2)s1	9	-1	5	1.5	0	5	0	1	-14
Cc1cccc(N2C(=O)Cc3ccccc3C2=O)c1	7	0	0	-1.4	7	-1	1	-1	3
